# S100A4 MyoIIA = inhibitors of human S100A4 binding to myosin IIA peptide | P26447 | S100A4/TAMRA-MyoIIA peptide fluorescence polarization | inhibition, % at 10.7 µM | actives 0.14% (n = 360,000);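 active = mean inhibition of at least 70% across replicates, with every replicate also reaching that level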
# Target sequence (P26447 whole entry, looked up): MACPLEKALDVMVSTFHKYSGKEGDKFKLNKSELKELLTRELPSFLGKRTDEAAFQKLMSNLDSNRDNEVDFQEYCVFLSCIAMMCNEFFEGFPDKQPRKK
#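 Test system: S100A4 monomer protein; Medium: HEPES pH 7.2 with CaCl2, KCl, NaCl, DTT, Triton; Probe or stimulus: TAMRA-labelled myosin IIA heavy-chain peptide probe, 5 nM; Doses: one dose per compound; Times: polarization read 5 min after assay mix addition, stable 5–60 min; Benchmarks: neutral control DMSO, positive control TFP.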
# esBAF inh = blocks esBAF chromatin remodeling in mouse ES cells; reporter increase, % at 12.5 µM; Bmi1-luciferase knock-in reporter, 24 h; 100% = twice the neutral-well signal; actives 2% (n = 350,000); in the data active = activation above about 40%;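 also: 0% = median of the plate's neutral control wells and 100% = double that signal; a rise in the Bmi1 reporter signal indicates esBAF inhibition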
# RAD54 branch = inhibitors of human RAD54 branch migration | inhibition, % at 10.4 µM | RAD54 Holliday junction branch migration, FAM/BHQ fluorescence | actives 0.14% (n = 360,000) | Q92698;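 active = mean normalized replicate activity at least 40 and at least half of replicates scoring 40 or more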;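 also: 0% = median of neutral control wells and 100% = median of positive control wells; inhibitors cause a drop in the FAM fluorescence signal; in these data hits start at about 50%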
# Target sequence (Q92698 whole entry, looked up): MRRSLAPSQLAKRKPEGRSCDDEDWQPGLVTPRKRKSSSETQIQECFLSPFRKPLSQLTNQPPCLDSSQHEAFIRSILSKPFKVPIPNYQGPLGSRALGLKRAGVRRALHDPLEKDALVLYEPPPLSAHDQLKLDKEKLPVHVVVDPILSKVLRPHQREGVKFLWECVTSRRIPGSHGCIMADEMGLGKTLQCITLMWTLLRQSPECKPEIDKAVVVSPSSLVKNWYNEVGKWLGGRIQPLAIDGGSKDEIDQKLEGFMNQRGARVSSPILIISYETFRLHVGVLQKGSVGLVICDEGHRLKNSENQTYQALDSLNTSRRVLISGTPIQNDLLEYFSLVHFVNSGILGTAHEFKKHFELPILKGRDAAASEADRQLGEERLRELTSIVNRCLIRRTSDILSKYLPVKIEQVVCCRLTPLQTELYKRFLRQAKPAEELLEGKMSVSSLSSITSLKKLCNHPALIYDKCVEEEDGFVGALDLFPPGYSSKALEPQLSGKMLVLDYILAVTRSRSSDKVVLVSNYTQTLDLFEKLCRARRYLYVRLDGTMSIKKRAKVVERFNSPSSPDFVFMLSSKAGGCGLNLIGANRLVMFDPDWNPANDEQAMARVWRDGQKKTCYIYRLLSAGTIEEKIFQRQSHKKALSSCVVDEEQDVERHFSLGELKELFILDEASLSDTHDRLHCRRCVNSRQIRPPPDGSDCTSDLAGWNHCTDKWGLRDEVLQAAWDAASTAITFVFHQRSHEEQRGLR
# EWS-Fli block = blocks EWS/Fli oncoprotein-driven transcription; A673 NR0B1-luciferase reporter, viability-normalised; inhibition, % at 12.6 µM; actives 0.67% (n = 350,000); AID 651661;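 active = mean inhibition of at least 50% after viability correction, with every replicate also passing that limit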;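 also: firefly luciferase signal divided by Alamar Blue viability fluorescence both relative to DMSO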
# E-selectin induc = E-selectin induction on HUVECs | P16581 | HUVEC E-selectin immunofluorescence imaging; normalized: neutral wells 0, TNF-alpha wells 100 | activation, % at 7.58 µM | actives 0.37% (n = 260,000) | AID 686992;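 active = mean E-selectin-positive cell signal at least 10% of the positive control, reached in at least 60% of replicates, without over 20% cell loss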;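 also: in these data hits start at about 27%; measured in HUVEC primary endothelial cells; signal is the percent of cells scored E-selectin positive by PE staining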
#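 Test system: HUVEC | Signal: Immunofluorescence imaging | Read-out: Percent E-selectin-positive cells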
# XiGFP reactiv = X-chromosome reactivation activator | XiGFP mouse fibroblasts, % GFP-positive cells imaging, 3 d; cells co-treated with 5-aza-dC sensitizer; scaled so ellipticine positive control = 100% | activation, % at 7.58 µM | actives 0.055% (n = 360,000) | AID 743238;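 active = mean normalized replicate activation at least 10% and every replicate at or above 10%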;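 also: 0% = median of on-plate neutral control wells and 100% = ellipticine 6 µM median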
#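 System: SV40-immortalized XiGFP fibroblast cells, line 68-5-11 / Incubation: 3-day compound exposure, then 15 min fixation at room temperature / Compound: single concentration per compound, delivered by pin transfer / Buffer or medium: DMEM plus 5-aza-dC sensitizer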
# FN deposit inh = fibronectin deposition inhibition; AH1F fibroblasts, Alexa488-fibronectin deposition fluorescence, overnight; actives 0.086% (n = 350,000); inhibition, % at 12.6 µM; AID 743247;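 active = mean inhibition across replicates of 30% or more, regardless of how many single replicates reach that level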;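 also: positive control wells lacked labelled fibronectin entirely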
#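 Assay system: AH1F fibroblasts assembling fluorescent fibronectin matrix; Amount: 10000 AH1F cells per well; Buffer or medium: DMEM, 2% serum; Probe or stimulus: Alexa488-fibronectin, 24 nM final in well; Doses: single compound dose, delivered by pin transfer; Incubation: 1 h adhesion, overnight exposure; Measured by: fluorescence 485/525 nm; Read-out: fibronectin deposition inhibition.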
# RAD52 inh = blocks human RAD52 DNA annealing | P43351 | actives 0.46% (n = 360,000) | recombinant RAD52 DNA annealing, FRET fluorescence | inhibition, % at 18.7 µM | AID 651710;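 active = every replicate showing at least 50% inhibition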
# Starred values were filed as active, the others as inactive; x = not tested or not shown; & = joins results of further samples.
# Short keys: A = S100A4 MyoIIA; B = esBAF inh; C = RAD54 branch; D = EWS-Fli block; E = E-selectin induc; F = XiGFP reactiv; G = FN deposit inh; H = RAD52 inh
C[C@H](CO)N1C[C@H](C)[C@@H](CN(C)C(=O)NC2CCCCC2)OCCCC[C@H](C)Oc2ccc(NC(=O)Nc3ccc4c(c3)OCO4)cc2C1=O
  A: -12 | B: 10 | C: 2 | D: 3 | E: x | F: 0.0 | G: -8 | H: -4

N[C@@H](Cc1ccccc1)C(=O)N1CCOCC1
  A: 0 | B: -9 | C: -15 | D: 6 | E: -0.1 | F: 0.1 | G: 2 | H: -5

CN(CC(=O)NCCN1CCOCC1)S(=O)(=O)c1ccc(F)cc1
  A: -10 | B: 1 | C: 7 | D: -2 | E: 0.3 | F: 0.0 | G: 2 | H: -14

Cn1ncc2c(Nc3ccc(Cl)c(Cl)c3)ncnc21
  A: -1 | B: 28 | C: 1 | D: -50 | E: x | F: 0.0 | G: -30 | H: -18

CN1CCC(OC(=O)c2ccco2)CC1
  A: -4 | B: 7 | C: 3 | D: 9 | E: 0.4 | F: 0.1 | G: 1 | H: -18

CC1CCCN(CCCN2C(=O)C3C(C(=O)Nc4ccc(Cl)cc4)C4C=CC3(O4)C2C(=O)NC2CCCCC2)C1 (stereo unspecified)
  A: -4 | B: -5 | C: 0 | D: 15 | E: x | F: 0.2 | G: 8 | H: -4

COc1cccc(NS(=O)(=O)NC(=O)c2c[nH]c3ccccc23)c1
  A: -5 | B: 10 | C: -10 | D: 4 | E: 8.2 | F: 0.0 | G: 9 | H: -7

COc1ccccc1N1CCN(S(=O)(=O)c2ccc3c4c(cccc24)C(=O)N3)CC1
  A: -1 | B: -6 | C: 0 | D: 21 | E: x | F: x | G: x | H: -23

O=C(Nc1ccc2c(c1)OCO2)c1ccc(Cl)cc1Cl
  A: -4 | B: -23 | C: 5 | D: x | E: 10 | F: 0.3 | G: x | H: -27

CNC[C@@H]1Oc2ccc(NC(=O)Nc3ccccc3)cc2CC(=O)N([C@H](C)CO)C[C@@H]1C
  A: 3 | B: 1 | C: -8 | D: -3 | E: -2.3 | F: 0.1 | G: x | H: -2

CCN1CCC(CNCc2cn(-c3ccc(OC)cc3)nc2-c2ccccc2Cl)C1 (stereo unspecified)
  A: -3 | B: x | C: x | D: 13 | E: x | F: 0.1 | G: 5 | H: 50

CCCCOCCCNC(=O)C[C@@H]1C[C@@]2(C(=O)OC)CC(C)(C)CC=C2N(Cc2ccccc2)C1=O
  A: -2 | B: x | C: x | D: 3 | E: 0.3 | F: -0.2 | G: 5 | H: -5

C[C@H]1CN([C@@H](C)CO)S(=O)(=O)c2ccc(C#CC3(O)CCCC3)cc2O[C@H]1CN(C)C(=O)Nc1ccc(F)cc1
  A: 3 | B: -1 | C: -1 | D: 9 | E: 0.3 | F: 0.7 | G: x | H: 2

COc1ccc(OC)c(CNC(=O)C2CCC(=O)N(CCCN3CCCC3=O)C2)c1 (stereo unspecified)
  A: 0 | B: x | C: 12 | D: x | E: -0.3 | F: -0.1 | G: -2 | H: -18

CO[C@@H]1CN(C)C(=O)c2cc(NC(C)=O)ccc2OC[C@H](C)N(C(=O)c2ccccc2F)C[C@H]1C
  A: 2 | B: -2 | C: -3 | D: -5 | E: 0.0 | F: 0.1 | G: 7 | H: -5

O=C(CCC(=O)c1ccc(Oc2ccccc2)cc1)Nc1ccc(C(=O)O)cc1
  A: 0 | B: -2 | C: 9 | D: 0 | E: 0.1 | F: 0.1 | G: 4 | H: -25

CC(=O)Nc1sc(C)c(C)c1CN1CCN(Cc2ccccc2)CC1
  A: 3 | B: 1 | C: 3 | D: 10 | E: x | F: -0.1 | G: x | H: -64

CC(C)CCSc1nnc(Cn2c(=O)sc3ccccc32)n1C
  A: -1 | B: 4 | C: 0 | D: 4 | E: -0.1 | F: 0.2 | G: -12 | H: 1

CC(C)NC(=O)Nc1ccc2c(c1)C(=O)N([C@H](C)CO)C[C@H](C)[C@@H](CN(C)Cc1ccc(C(F)(F)F)cc1)OCCCC[C@H](C)O2
  A: -2&-13 | B: 0&1 | C: -4&-2 | D: 13&8 | E: -3.0 | F: 0.0&0.1 | G: -4 | H: -21&15

O=C(c1cc(-c2ccccc2)nc2ccccc12)N1CCN(C2CCS(=O)(=O)C2)CC1 (stereo unspecified)
  A: 17 | B: 3 | C: -13 | D: -3 | E: x | F: -0.1 | G: -1 | H: -4

CCN(CC(=O)Nc1ccccc1C(F)(F)F)C(=O)/C=C/c1ccc(Cl)c([N+](=O)[O-])c1
  A: -3 | B: 8 | C: -5 | D: -5 | E: -0.3 | F: -0.2 | G: 4 | H: 1

Cc1noc(C)c1NC(=O)N(C)C[C@H]1OCCCC[C@H](C)Oc2ccc(NS(C)(=O)=O)cc2C(=O)N([C@H](C)CO)C[C@@H]1C
  A: x | B: -7 | C: -5 | D: -3 | E: 0.0 | F: 0.0 | G: x | H: x

C[C@@H]1CN([C@H](C)CO)S(=O)(=O)c2ccc(C#Cc3ccccc3)cc2O[C@H]1CN(C)C(=O)CN(C)C
  A: 0 | B: -7 | C: 4 | D: 13 | E: -0.3 | F: 0.1 | G: 10 | H: 33

C[C@H]1CN([C@@H](C)CO)C(=O)c2cc(C#Cc3cccnc3)cnc2O[C@H]1CN(C)S(=O)(=O)c1ccccc1F
  A: -6 | B: -14 | C: -1 | D: -7 | E: 0.4 | F: -1.4 | G: -14 | H: 13

CN(CCO)c1ncnc2c1sc1nc(N3CCOCC3)c3c(c12)CCC3
  A: -2 | B: x | C: x | D: -5 | E: x | F: 0.0 | G: 0 | H: -10

CC(C)C1C(=O)N(Cc2cn(CCC3OCCO3)nn2)CCS(=O)(=O)N1Cc1ccc(-c2ccccc2C(F)(F)F)cc1 (stereo unspecified)
  A: 2 | B: 9 | C: 4 | D: -4 | E: 0.0 | F: -0.1 | G: 9 | H: -6

CCCOC(=O)c1ccc(NC(=O)C(=O)NCCN(CC)CC)cc1
  A: -1 | B: x | C: -19 | D: 41 | E: 0.0 | F: 0.1 | G: -5 | H: -4

CCc1csc(N2[C@H](C#N)[C@@H](c3ccc(-c4ccc(F)cc4)cc3)[C@H]2CO)n1
  A: 7 | B: -5 | C: -3 | D: 5 | E: -0.1 | F: 0.0 | G: 2 | H: -34

# A different layout for some results above.
smiles,S100A4 MyoIIA,esBAF inh,RAD54 branch,EWS-Fli block,E-selectin induc,XiGFP reactiv,FN deposit inh,RAD52 inh
C[C@H](CO)N1C[C@H](C)[C@@H](CN(C)C(=O)NC2CCCCC2)OCCCC[C@H](C)Oc2ccc(NC(=O)Nc3ccc4c(c3)OCO4)cc2C1=O,-12,10,2,3,x,0.0,-8,-4
N[C@@H](Cc1ccccc1)C(=O)N1CCOCC1,0,-9,-15,6,-0.1,0.1,2,-5
CN(CC(=O)NCCN1CCOCC1)S(=O)(=O)c1ccc(F)cc1,-10,1,7,-2,0.3,0.0,2,-14
Cn1ncc2c(Nc3ccc(Cl)c(Cl)c3)ncnc21,-1,28,1,-50,x,0.0,-30,-18
CN1CCC(OC(=O)c2ccco2)CC1,-4,7,3,9,0.4,0.1,1,-18
CC1CCCN(CCCN2C(=O)C3C(C(=O)Nc4ccc(Cl)cc4)C4C=CC3(O4)C2C(=O)NC2CCCCC2)C1 (stereo unspecified),-4,-5,0,15,x,0.2,8,-4
COc1cccc(NS(=O)(=O)NC(=O)c2c[nH]c3ccccc23)c1,-5,10,-10,4,8.2,0.0,9,-7
COc1ccccc1N1CCN(S(=O)(=O)c2ccc3c4c(cccc24)C(=O)N3)CC1,-1,-6,0,21,x,x,x,-23
O=C(Nc1ccc2c(c1)OCO2)c1ccc(Cl)cc1Cl,-4,-23,5,x,10,0.3,x,-27
CNC[C@@H]1Oc2ccc(NC(=O)Nc3ccccc3)cc2CC(=O)N([C@H](C)CO)C[C@@H]1C,3,1,-8,-3,-2.3,0.1,x,-2
CCN1CCC(CNCc2cn(-c3ccc(OC)cc3)nc2-c2ccccc2Cl)C1 (stereo unspecified),-3,x,x,13,x,0.1,5,50
